# SDO1 yeast rescue = sdo1-depleted yeast growth rescue | S. cerevisiae sdo1-depleted JHY4D growth rescue, OD600 30 h; active compounds read high; pdr5 snq2 efflux-pump mutant strain | z-score at 10 µM | 0.21% of 140,000 active | AID 817;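 active = z-score above 3 at both the 24 hr and the 30 hr optical density reads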;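 also: z-score against mean and SD of all compound wells on the same plate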
# Insulin prom inh = TRM-6 insulin promoter activity inhibition; inhibition, % at 2 µM; AID 1273; 0.9% of 130,000 active; TRM-6 cells (human fetal islet line), insulin promoter-eGFP reporter, imaging; reporter expression induced with tamoxifen;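 active = inhibition above the mean plus 3 SD, with well images judged a real hit on visual review, cut at about 60% in these data, passing the limit was not always enough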
# SDO1 yeast rescue Rescue 24 h = second read-out of SDO1 yeast rescue, no call of its own (marks repeat the call); z-score; S. cerevisiae sdo1-depleted JHY4D growth rescue, OD600; measured here: growth rescue at 24 h;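 0 is the plate mean of compound wells and units are plate SD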
# * hit, by the source's call; x = not tested or not shown; & = joins results of further samples. Rows were taken by chance; about 0.99% have a hit in one of these screens.
# Second line of a record: SDO1 yeast rescue	SDO1 yeast rescue Rescue 24 h	Insulin prom inh
N#CC(c1ccc(O)cc1)N1CCCCC1 (stereo not drawn)
→ 1.08	-0.47	14.8
O=C(NC1CCCCC1)Sc1ccc(Cl)cc1
→ -0.96	-1.55	21.4
O=S(=O)(c1ccccc1)c1nc(-c2cccs2)oc1NCC1CCCO1 (stereo not drawn)
→ -1.2	-1.58	7.3
CCN(CC)S(=O)(=O)c1ccc(S(=O)(=O)N2CCCC2)cc1
→ x	x	-100.0
CN(C(=O)n1cnc2ccccc21)c1ccccc1
→ -0.14	-0.74	x
O=C(COc1ccccc1)N1CCN(c2ccc([N+](=O)[O-])c(N3CCCCC3)c2)CC1
→ -0.8	-0.37	x
COc1ccc(CCNC(=O)c2cn3ccc(C)cc3n2)cc1OC
→ x	x	63.6
CCOC(=O)c1ccc(NC(=O)C2CCCN(S(=O)(=O)c3ccc(F)cc3)C2)cc1 (stereo not drawn)
→ -0.79	-0.9	10.0
C=CCNc1nc(N)c(C(=O)c2ccc3c(c2)OCO3)s1
→ -0.25	0.73	x
CCc1nc(C)cn1S(=O)(=O)c1cc(OC)c(C)cc1C
→ 0.06	-0.08	x
Cc1ccc(C(=O)NCC(=O)OC(C)C(=O)NCCC2=CCCCC2)cc1C (stereo not drawn)
→ -0.38	1.17	-21.4
NC(=O)c1ccccc1NC(=O)c1ccccc1S(=O)(=O)c1ccccc1[N+](=O)[O-]
→ 1.67	0.36	31.0
COc1cccc(NC(=O)CN2CCN(S(=O)(=O)c3ccc(F)cc3)CC2)c1
→ -0.12	-0.39	22.6
Oc1ccc(Br)cc1-c1cc(-c2ccccc2F)[nH]n1
→ -1.82	-1.2	-50.0
O=C(CCNC(=O)c1ccccc1)NCC1CCCCC1
→ x	x	45.5
Cc1ccc2c(c1)C(c1ccc([N+](=O)[O-])cc1)=NNC(c1ccc(Br)cc1)=N2
→ -1.07	-0.14	-60.5
O=C(NCc1cccnc1)/C(=C\c1ccc(-c2ccc(Br)cc2)o1)S(=O)(=O)c1ccccc1
→ -1.87	-1.19	3.7
CCn1c(NCc2cccc(OC)c2OC)nc2ccccc21
→ -0.17	-0.01	-2.9
O=C(NC1CCCCCC1)c1c2c(nc3ccccc13)CCN(Cc1ccccc1)C2
→ -0.66	0.05	-32.1
CN(Cc1ccccc1)c1nc(N)c([N+](=O)[O-])c(NCc2ccccc2)n1
→ -0.51	-0.88	20.6

# The listing continues:
# Second line of a record: SDO1 yeast rescue	SDO1 yeast rescue Rescue 24 h	Insulin prom inh
COc1ccc(C)cc1N(C(=O)COc1cccc(F)c1)c1nc2ccccc2s1
→ -0.61	-0.45	x
CCN1CCN(C(=O)/C=C/c2ccc([N+](=O)[O-])cc2)CC1
→ 0.94	1.49	-26.7
CCOC(=O)c1ccc(NC(=O)CC2OCCN(CC)C2=O)cc1 (stereo not drawn)
→ -0.17	-0.28	x
O=C(CSc1ncccc1C(=O)O)c1ccc2ccccc2c1
→ 1.8	2.04	16.3
Nc1ccc(Sc2nnnn2-c2ccccc2)c(Cl)c1
→ -1.36	-1.15	50.0
COCCNC(=O)CCCn1c(=O)c2cc(OC)c(OC)cc2n(CC(=O)c2ccc(Cl)cc2)c1=O
→ x	x	25.0
Cc1cc(C(=O)NCC(=O)OC(C(=O)Nc2cc(C(F)(F)F)ccc2Cl)c2ccccc2)ccc1[N+](=O)[O-] (stereo not drawn)
→ 0.49	0.81	10.1
CCN(CC)c1ccc(/C=N/Nc2nc3ccccc3[nH]2)cc1
→ -1.35	-0.79	47.4
COc1cc(Cl)cc(C#N)c1OCC(=O)O
→ 0.71	0.17	-18.5
CCOC(=O)Cc1csc(NC(=O)c2ccc(Br)s2)n1
→ -0.2	-0.61	-10.3
Nn1c(SCC(=O)NCc2ccccc2)nnc1C1CC1
→ 0.12	-0.77	-30.3
CC(C)/C(=N\NC(=O)Nc1ccccc1)c1ccccc1
→ -1.47	-1.1	19.5
CS(=O)(=O)Nc1ccccc1C(=O)c1ccccc1
→ 0.03	0.13	8.3
Cc1c(NC(=O)CSc2nnc(-c3ccncc3)o2)c(=O)n(-c2ccccc2)n1C
→ x	x	35.7
C=CCN1C(C(=O)c2ccccc2)=C(OC(=O)COc2ccccc2)c2ccccc2S1(=O)=O
→ -0.19	-0.26	-6.7
COc1ccc(CNC(=O)C(c2cccs2)N(C(=O)c2csnn2)C2CC2)cc1 (stereo not drawn)
→ 0.24	-0.25	18.2
Cc1ccc(CN(Cc2ccc(C)o2)C(=S)NCC(=O)O)cc1
→ 1.57	0.97	x
COc1cc(NC(=S)NC2CC(C)(C)NC(C)(C)C2)cc(OC)c1
→ x	x	33.3
COc1cc(S(=O)(=O)NC2CCCC2)c(OC)cc1Cl
→ 0.24	0.13	26.9
O=c1/c(=C/c2ccc(O)cc2)sc2n1CCCN=2
→ 0.71	-0.13	41.5

# (listing goes on)
# Second line of a record: SDO1 yeast rescue	SDO1 yeast rescue Rescue 24 h	Insulin prom inh
CCn1c(Cc2c(C)[nH]c3ccccc23)nnc1SCC(=O)NCc1ccccc1
→ 0.35&-0.56	0&-0.75	23.1
O=c1[nH]ncn1-c1cccc(C(F)(F)F)c1
→ 1.44	2.72	14.3
CCc1cc2c(=O)n(CC)c(SC(C)C(=O)Nc3c(C)n(C)n(-c4ccccc4)c3=O)nc2s1 (stereo not drawn)
→ 0.24	-0.49	53.6
O=C(O)c1cc(-c2ccc3c(c2)OCO3)nc2ccccc12
→ 1.25	-0.17	13.0
Cc1ccc(C)c(OCCOCCN2CC(C)OC(C)C2)c1C (stereo not drawn)
→ -1.25	0.37	x
Cc1ccc2cc(CCNC(=O)C(=O)c3c[nH]c4ccccc34)c(=O)[nH]c2c1
→ x	x	52.6
COc1ccc(S(=O)(=O)n2nc(OC(=O)C3CCCCC3)cc2N)cc1
→ 0.72	0.6	21.4
CC(C)CC(c1nnnn1CC1CCCO1)N1CCN(C2CCCC2)CC1 (stereo not drawn)
→ 0.33	0.53	x
Cn1c(N)c(Sc2ccc(F)cc2)c(=O)n(C)c1=O
→ x	x	60.0
O=C(NCC1COc2ccccc2O1)C1CCN(S(=O)(=O)c2cccc3nsnc23)CC1 (stereo not drawn)
→ 0.14	0.57	-50.0
O=C(Cn1c(S(=O)(=O)Cc2ccccc2)nc2ccccc21)N1CCCCC1
→ -0.24	-0.51	x
CC(C)CNC(=O)C(=O)N/N=C/c1cccs1
→ 0.46	0.18	x
COc1ccc(C(=O)N2CCOCC2)cc1Br
→ 2.14	1.88	-28.8
COC(=O)CNC(=O)COc1ccccc1
→ 0.41	0.28	26.1
O=C1CN(C(=O)OCc2ccccc2)c2ccccc2N1
→ 1.46	1.01	-43.5
Cc1cc(C(=O)N2CCOCC2)ccc1[N+](=O)[O-]
→ x	x	-7.1
Cc1c(C(=O)N2CCN(c3ccccc3F)CC2)sc2ncn(CC(=O)N3CCOCC3)c(=O)c12
→ -0.1	-0.27	x
CN1CCN(C(=O)c2cc(-c3cccc(Cl)c3)on2)CC1
→ 0.88	-0.34	x
COc1ccccc1NC1=C(C)C(=O)CC1
→ -1.24	-1.32	-40.0
CCOC(=O)N/N=C/c1cn(Cc2ccccc2Cl)c2ccccc12
→ -0.86	-0.65	-11.1

# (further entries)
# Second line of a record: SDO1 yeast rescue	SDO1 yeast rescue Rescue 24 h	Insulin prom inh
Cc1cc2c(c(=O)n1C)C(C(C)C)C(C#N)=C(N)O2 (stereo not drawn)
→ 1.13	0.37	11.4
CCC(=O)Oc1ccc2c(C)cc(=O)oc2c1C
→ 0.24	0.5	-39.1
Cc1cc(C)cc(NC(=O)C(OC(=O)C2=COCCO2)c2ccccc2)c1 (stereo not drawn)
→ 0.32	-0.61	x
c1ccc(Cn2c(SCCN3CCOCC3)nnc2-c2cccnc2)cc1
→ 0.37	-0.1	-54.5
CCN1CCN(c2ccc(NC(=O)c3cccc(OCc4ccccc4)c3)cc2)CC1
→ -0.07	-0.18	x
CCN(CC)CCCNC(=O)Cn1ncn2cccc2c1=O
→ -0.21	-0.72	9.4
c1ccc(N2CCN(c3c4c(nc5ncnn35)CCC4)CC2)cc1
→ 0.27	1.9	-8.3
Cc1oc(-c2cc(F)ccc2F)nc1CN1CCN(C)C(=O)[C@@H]1C
→ x	x	-95.7
Cc1ccc2c(c1)cc(CN(Cc1ccc3c(c1)OCO3)S(=O)(=O)c1ccccc1)c1nnnn12
→ -0.62	-0.41	-20.6
Cc1csc(NC(=O)Cn2cnnn2)n1
→ 0.17	-0.06	-7.1
COc1ccc(CCNc2nncc(=O)[nH]2)cc1OC
→ 0.44	-0.35	21.6
COC(=O)c1ccc2c(=O)sc(N3CCC(C(N)=O)CC3)nc2c1
→ 0.07	-0.11	-14.3
COc1ccccc1N1C(=O)c2ccccc2NC1c1ccncc1 (stereo not drawn)
→ -0.34	-0.04	17.8
Cc1cccc(Cc2nnc(CCC(=O)N(C)Cc3ccncc3C)o2)c1
→ x	x	0.0
C=C(C)CNC(=S)Nc1cccc2cnccc12
→ 1.79	0.99	x
CCCCNC(=O)Oc1cccc(N2CCCC2=O)c1
→ 1.08	0.71	26.3
COc1ccc(-c2ccnc(-c3ccc(OCCCF)cc3)n2)cc1
→ -0.1	0.28	-36.7
COc1ccc(C2C(C(=O)c3ccc(C)o3)=C(O)C(=O)N2c2cc(C)on2)cc1OC (stereo not drawn)
→ -0.13	0.02	x
CCCCSc1nc(C)cc(NC(=S)Nc2ccc(OC)cc2)n1
→ -1.22	-0.43	-12.0
CN(CC(=O)Nc1ccccc1C(F)(F)F)C(=O)COc1ncnc2ccccc12
→ x	x	45.5

# (continued)
# Second line of a record: SDO1 yeast rescue	SDO1 yeast rescue Rescue 24 h	Insulin prom inh
C/C(=C\c1ccccc1)CN1CCC(C(=O)N2CCCCC2)CC1
→ 1.98	1.73	-61.8
C=CCN=C1SCC(=O)N1S(=O)(=O)c1ccc(C)cc1
→ 0.12	0.27	37.5
Cc1ccc(C(=O)NCCc2ccc(S(=O)(=O)N3CCCC3)cc2)cc1
→ x	x	-141.2
NS(=O)(=O)c1ccc(NC(=O)COC(=O)c2c3c(nc4ccccc24)/C(=C\c2ccc4c(c2)OCO4)CCC3)cc1
→ -1.4	-0.64	-69.2
O=C(CSc1cccc[n+]1[O-])Nc1cc2c(cc1Cl)C(=O)c1ccccc1C2=O
→ -0.96	-0.09	-40.0
CC(=O)c1cccc(NS(=O)(=O)c2c(C)n[nH]c2C)c1
→ 0.13	-0.45	-31.0
CCCc1nn(CCc2ccccn2)c(N)c1CC
→ 1.15	1.01	69.2*
CC1(C)CC(=O)C2=C(C1)N(c1ccccc1)C(N)=C(C#N)C2c1ccccc1 (stereo not drawn)
→ -0.04	-0.03	-90.0
O=C(O)CSCc1ccc(Cl)cc1
→ -0.12	-1.13	20.0
COCCN(C(=O)CC(C)(C)C)c1nnc(-c2cccnc2)s1
→ -0.16	-0.04	-237.5
O=C(Nc1ccccn1)c1cc2ccccc2o1
→ 1.59	1.65	33.3
COc1ccc(NC(=O)NCCN2CCN(c3cccc(Cl)c3)CC2)cc1
→ -2.2	-0.98	-30.0
Clc1ccc(CNc2cnccn2)cc1
→ x	x	0.0
O=C(NCc1ccccn1)NC1CCCCC1
→ 0.06	0.02	-13.3
Cc1cc2c(c(=O)n1CCN(C)C)C(c1ccc(Cl)cc1)C(C#N)=C(N)O2 (stereo not drawn)
→ 1.69	1.25	46.0
Cn1c(=O)c2c(n(Cc3ccccc3)c1=O)NC(=O)C2CC(=O)N1CCc2ccccc2C1 (stereo not drawn)
→ 0.21	-0.56	-5.3
CCOC(=O)NCc1ccc2c(c1)OCO2
→ 0.41	-0.18	16.1
Cc1ccsc1/C=C(\C#N)C(=O)Nc1c(C)n(C)n(-c2ccccc2)c1=O
→ 1.32	0.29	-6.5
COc1ccc(-c2[nH]nc3oc(=O)cc(C)c23)cc1
→ -0.67	-1.18	-50.0
N/C(=N\OC(=O)COc1ccccc1)c1ccccn1
→ 0.11	-0.48	13.8

# Brought forward from above: 3 compounds, followed by the next part.
# Second line of a record: SDO1 yeast rescue	SDO1 yeast rescue Rescue 24 h	Insulin prom inh
Cc1ccsc1/C=C(\C#N)C(=O)Nc1c(C)n(C)n(-c2ccccc2)c1=O
→ 1.32	0.29	-6.5
COc1ccc(-c2[nH]nc3oc(=O)cc(C)c23)cc1
→ -0.67	-1.18	-50.0
N/C(=N\OC(=O)COc1ccccc1)c1ccccn1
→ 0.11	-0.48	13.8
FC(F)(F)c1nnc(-c2ccccc2)nc1Oc1ccccc1
→ -1.45	-1.26	-11.4
COc1ccc(C(=O)N2c3ccc(F)cc3CCC2C)cc1OC (stereo not drawn)
→ -0.21	-0.62	-46.7
Cc1c(NC(=O)c2ccc(N3CCCC3)c([N+](=O)[O-])c2)cccc1-c1nc2ccccc2s1
→ -1.03	-0.57	20.8
CCCCn1c(SCc2ccccn2)nc2c1c(=O)n(C)c(=O)n2C
→ 0.39	0.65	-137.5
Cc1ccccc1NC(=S)N(CCCN1CCC(C)CC1)Cc1ccco1
→ 1.66	1.78	-109.4
CN1/C(=C\C(=O)c2cccs2)C(C)(C)c2ccccc21
→ -1.1	-0.6	x
CCOc1ccccc1NC(=O)CSc1c(C)n[nH]c1C
→ 0	-0.37	-14.3
Cc1nc2c(c(C)c1C#N)C(=O)c1ccccc1-2
→ -0.26	0.05	10.7
COc1ccccc1NCCC(=O)OCC(=O)NCc1ccco1
→ -0.97	-0.72	x
COc1ccc(CNC(=O)C(c2ccncc2)N(C(=O)Cc2cccs2)c2ccccc2)cc1 (stereo not drawn)
→ 0.12	0.13	x
N#Cc1c(Nc2ccc(F)cc2)sc(C(=O)c2ccccc2)c1N
→ -0.29	0.72	-55.6
CC1CCc2nc(NC(=O)CN3CCOCC3)sc2C1 (stereo not drawn)
→ 0.38	-0.49	-320.0
O=C(O)C1CCCN1C(=O)Nc1ccccc1 (stereo not drawn)
→ -0.16	-0.91	-120.8
O=C(N/N=C/c1ccc(N2CCOCC2)s1)c1ccccc1Cl
→ x	x	23.8
